Screening data deposited in PubChem BioAssay by several laboratories.
Rab2A wt mod – changes GTP binding to wildtype dog Rab2A, up or down. P61105. GST-Rab2 wt beads, Bodipy-GTP binding, flow cytometry. GTP binding activity, % at 10 µM. actives 0.19% (n = 190,000). AID 760;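 active = GTP binding activity at least 20 points away from 100%, either lowered or raised; inconclusive = signal likely due to the compound's own green fluorescence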;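 note: 0% = beads with excess unlabeled GTP and 100% = no-compound control corrected for plate trend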
ABCG2 inh – blocks JC-1 efflux by human ABCG2 transporter | Q9UNQ0 | IgMXP3 cells, flow cytometry | inhibition, % at 6.6 µM | actives 0.1% (n = 190,000);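 active = inhibition above 80%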;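 note: 0% = DMSO and 100% = nicardipine control wells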
Target sequence (Q9UNQ0 whole entry, looked up): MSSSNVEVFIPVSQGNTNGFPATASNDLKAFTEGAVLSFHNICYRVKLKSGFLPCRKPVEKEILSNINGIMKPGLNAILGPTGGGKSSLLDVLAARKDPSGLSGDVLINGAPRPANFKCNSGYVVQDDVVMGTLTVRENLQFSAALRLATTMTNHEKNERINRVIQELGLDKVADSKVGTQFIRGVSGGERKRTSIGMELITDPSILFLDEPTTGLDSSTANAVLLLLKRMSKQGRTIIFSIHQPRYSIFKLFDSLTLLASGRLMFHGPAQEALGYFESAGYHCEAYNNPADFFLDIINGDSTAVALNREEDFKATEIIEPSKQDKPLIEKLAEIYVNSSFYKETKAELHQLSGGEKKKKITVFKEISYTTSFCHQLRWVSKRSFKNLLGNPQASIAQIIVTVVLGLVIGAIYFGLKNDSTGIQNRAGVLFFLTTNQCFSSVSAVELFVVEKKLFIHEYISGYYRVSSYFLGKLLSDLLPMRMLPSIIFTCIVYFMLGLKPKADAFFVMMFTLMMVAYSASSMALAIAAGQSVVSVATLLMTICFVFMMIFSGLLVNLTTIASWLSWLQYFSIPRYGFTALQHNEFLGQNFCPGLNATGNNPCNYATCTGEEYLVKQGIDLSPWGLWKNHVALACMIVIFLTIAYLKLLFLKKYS
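Measure – % inhibition of efflux relative to nicardipine and DMSO · Test system – ABCG2 IgMXP3 and barcoded ABCB1 CCRF-Adr cell mix · Control set – nicardipine as high control, DMSO as low control · Compound – one concentration, 6.6 µM final · Signal – flow cytometry of retained JC-1 fluorescence · Timing – 10 min exposure at 25 °C with rotation, no wash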
Avidin fluor – avidin bead compound fluorescence profile | fluorescence (KMESF) at 10 µM | AID 1775 | Avidin beads, compound fluorescence 488/530 nm, flow cytometry; stronger effect = higher value | actives 0.38% (n = 220,000); in the data active = fluorescence above about 47; note: inactives centre near 10
Pf gametocyte – kills late stage P. falciparum gametocytes. inhibition, % at 10.9 µM. AID 743093. P. falciparum stage V gametocytes, ATP luminescence, 24 h. actives 0.065% (n = 150,000);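 active = inhibition above the mean plus 3 SD of compounds within the control limits, set per campaign, cut at about 38% in these data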;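 note: 0% = DMSO wells and 100% = medium only without gametocytes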
ABCB1 inh – human ABCB1 inhibition, ABCG2 as counter-screen; CCRF-Adr cells, JC-1 efflux, flow cytometry; P08183; actives 0.067% (n = 190,000); inhibition, % at 6.6 µM; AID 1326; in the data active = inhibition above about 40%;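 note: 0% = vehicle and 100% = reference inhibitor; higher value means more JC-1 retained so stronger ABCB1 efflux block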
Rac1 wt modul – human Rac1 wildtype GTP binding, inhibitors and activators. GTP binding activity (% of control), % at 10 µM. actives 0.27% (n = 190,000). GST-Rac1 beads, fluorescent GTP binding, flow cytometry; actives lie on both sides; 0 = cold GTP competed, 100 = untreated;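 active = GTP binding activity at least 20 points away from the 100% control level, either lower or higher; inconclusive = compound flagged as likely green fluorescent, judged across all proteins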
Mcl1 Noxa PPI – disrupts binding of human Mcl-1 to Noxa peptide; Q07820; TR-FRET Mcl-1/Noxa peptide binding, 2 h; inhibition, % at 21.7 µM; actives 1.5% (n = 220,000);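 active = compounds that cut the protein-peptide binding signal by more than 50% relative to plate controls in a single-dose test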;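 note: His-tagged Mcl-1 with rhodamine Noxa BH3 peptide and terbium anti-His antibody; 0% = Mcl-1 plus Noxa peptide wells and 100% = peptide-only wells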
Cdc42 wt GTP – human Cdc42 wildtype GTP binding change, either direction; GST-Cdc42 beads, Bodipy-GTP binding, flow cytometry; actives lie on both sides; percent activity (GTP binding), % at 10 µM; actives 0.2% (n = 190,000);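 active = percent activity GTP binding at least 20 points away from the 100% baseline, either down as inhibitor or up as activator; inconclusive = compound flagged as likely green fluorescent from well-wide comparison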;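 note: median bead fluorescence of bound Bodipy-FL-GTP at 100 nM; 0% = excess unlabeled GTP control and 100% = no compound control; below 100% means less GTP binding so inhibitor and above means activator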
Target sequence (P60953 whole entry, looked up): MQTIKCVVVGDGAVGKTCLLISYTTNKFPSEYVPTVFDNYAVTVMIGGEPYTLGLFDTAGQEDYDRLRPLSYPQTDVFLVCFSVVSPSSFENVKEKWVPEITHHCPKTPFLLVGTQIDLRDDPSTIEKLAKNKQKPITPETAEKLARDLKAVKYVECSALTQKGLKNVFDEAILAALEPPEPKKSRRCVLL
Rab7 wt GTP bind – alters GTP binding to wildtype dog Rab7. GST-Rab7 beads, fluorescent GTP binding, flow cytometry; actives lie on both sides; untreated = 100%, excess cold GTP = 0%. GTP binding activity (percent of control), % at 10 µM. actives 0.055% (n = 190,000);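 active = fluorescent GTP binding to Rab7 beads changed by at least 20 points from the 100% baseline, either direction, mostly lower; inconclusive = compound itself probably fluorescent, or too few beads counted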;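 note: median green fluorescence of bound Bodipy-FL-GTP per Rab7 bead population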
HRas wt GTP bind – changes GTP binding to wildtype human HRas; P01112; actives 0.14% (n = 190,000); GTP binding activity, % at 10 µM; GST-Ras wt beads, Bodipy-FL-GTP binding, flow cytometry; actives lie on both sides;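 active = GTP binding activity at least 20% away from the 100% baseline, either lowered as inhibitor or raised as activator; inconclusive = flagged as likely green fluorescent, judged across all proteins in the well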;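 note: 0% = unlabeled GTP competition control and 100% = no-compound control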
Target sequence (P01112 whole entry, looked up): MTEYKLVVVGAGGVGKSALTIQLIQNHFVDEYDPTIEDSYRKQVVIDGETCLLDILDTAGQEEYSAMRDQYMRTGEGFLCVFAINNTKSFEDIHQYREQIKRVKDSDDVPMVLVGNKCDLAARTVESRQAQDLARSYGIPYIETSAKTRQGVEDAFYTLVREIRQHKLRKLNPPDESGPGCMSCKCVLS
Rac1 act GTP bind – human Rac1 activated mutant GTP binding change; P63000; GST-Rac1 activated beads, fluorescent GTP binding, flow cytometry; actives lie on both sides; 100% means binding = to untreated wells; percent activity (GTP binding), % at 10 µM; actives 0.11% (n = 190,000); AID 764;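 active = GTP binding at least 20 percentage points away from the 100% baseline, in either direction, so actives lie on both sides; inconclusive = Compound likely fluorescent itself, or too few beads counted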
* hit, by the source's call; ? = inconclusive; . = not tested or not shown.

SMILES | Rab2A wt mod | ABCG2 inh | Avidin fluor | Pf gametocyte | ABCB1 inh | Rac1 wt modul | Mcl1 Noxa PPI | Cdc42 wt GTP | Rab7 wt GTP bind | HRas wt GTP bind | Rac1 act GTP bind
C=CSc1sc(Cl)c(N(CC)CC)c1[N+](=O)[O-] | 97 | 8 | 11 | -17 | 3.4 | 100 | 52* | 97 | 102 | 97 | 96
COCc1cc(C)n(CC(=O)Nc2ccccc2OC)c(=O)c1C#N | 103 | 0 | 4 | . | 0.0 | 107 | -6 | 104 | 104 | 104 | 102
CCN(CC)C(=O)COc1ccc(-c2ccccc2)cc1 | 107 | 6 | 8 | . | 1.0 | 105 | 11 | 108 | 105 | 107 | 103
Cc1ccc2cc3c(N)c4c(C)ccc(C)c4nc3nc2c1 | 99 | 3 | 11 | . | -0.5 | 96 | -2 | 96 | 95 | 97 | 97
O=C(Cc1coc2ccc3ccccc3c12)N1CCN(c2ncccn2)CC1 | 103 | 10 | 10 | 6 | 1.2 | 106 | 3 | 104 | 98 | 101 | 98
C#CCOCCOCCOCCNc1nc(N2CCN(C(=O)[C@H](CCC(=O)O)n3cc(C(N)[C@H](C)CC)nn3)CC2)nc(N2CCN(C(=O)[C@H](Cc3cc4ccccc4[nH]3)n3cc(C(N)[C@H](C)CC)nn3)CC2)n1 (some centres undefined) | 96 | -2 | 5 | . | -0.5 | 99 | 29 | 96 | 98 | 96 | 95
Cc1nc2ccccc2c2c(N)c3ccccc3n12 | 94 | -3 | 8 | 13 | -1.1 | 95 | 27 | 92 | 103 | 93 | 95
CC(=O)c1ccc(OCC(=O)c2cc(C)n(-c3ccc4c(c3)OCO4)c2C)cc1 | 96 | 0 | 16 | . | 0.3 | 99 | 22 | 97 | 97 | 99 | 97
Cc1nc2nc(COc3ccccc3)[nH]n2c(=O)c1Cl | 95 | 0 | 16 | -8 | 0.0 | 96 | -4 | 98 | 94 | 96 | 94
COc1cc(/C=C2\SC(N)=NC2=O)ccc1OCC(=O)Nc1ccc(C)cc1 | 96 | -1 | 11 | 3 | -0.5 | 95 | 5 | 99 | 100 | 95 | 99
O=C(Oc1nsnc1N1CCOCC1)c1ccccc1 | 100 | 2 | 10 | 5 | 0.2 | 103 | 17 | 101 | 103 | 101 | 100
CC1=CSC2=NC(=O)/C(=C/c3cccc(OC(=O)c4ccco4)c3)C(=N)N12 | 95 | 1 | 3 | -1 | -0.5 | 96 | 33 | 90 | 96 | 94 | 93
CC(C)(C)NC(=O)C(c1cccs1)N(Cc1cccs1)C(=O)c1ccc(CN2CCOCC2)o1 (centres undefined) | 100 | 0 | . | 5 | 2.6 | 102 | -17 | 99 | 107 | 98 | 98
O=C(COC(=O)CNC(=O)c1ccccc1F)Nc1cccc(S(=O)(=O)N2CCCCCC2)c1 | 98 | 14 | 12 | 5 | 0.0 | 100 | 15 | 99 | 106 | 98 | 97
COc1cccc(C(=O)Nc2ccc(C(F)(F)F)n(C)c2=O)c1 | 95 | 12 | 4 | 0 | 0.9 | 99 | 7 | 96 | 97 | 95 | 98
O=C(NN=C1C2CC3CC(C2)CC1C3)c1cc(Cl)ccc1O | 98 | 2 | 20 | 8 | 0.3 | 107 | -49 | 103 | 98 | 103 | 99
CC(C)(C)n1ncc2c(=O)n(CC(=O)NCc3ccco3)cnc21 | 98 | -1 | 35 | . | -0.7 | 110 | 8 | 103 | 101 | 101 | 100
CCn1c(CCCNC(=O)c2ccc(F)cc2)nc2ccccc21 | 99 | -2 | 7 | . | -1.9 | 100 | 18 | 99 | 97 | 101 | 98
C/C(=N/NC(=O)C1CCN(S(=O)(=O)c2ccc(C)cc2)CC1)c1cccc([N+](=O)[O-])c1 | 96 | 17 | 23 | . | 1.0 | 105 | 16 | 105 | 96 | 99 | 100
CCCCC(CC)CNC(=O)Cn1c(=O)[nH]c2ccsc2c1=O (centres undefined) | 94 | 1 | 43 | 12 | 0.4 | 103 | 13 | 101 | 99 | 97 | 96
CN(C)S(=O)(=O)N1CCN(c2ccc([N+](=O)[O-])c(N3CCOCC3)c2)CC1 | 95 | 30 | 9 | 0 | 0.9 | 104 | 16 | 97 | 96 | 96 | 95
O=C(NCCN1CCOCC1)c1ccccc1Oc1ccccc1 | 99 | 5 | 17 | 0 | 1.1 | 97 | 10 | 99 | 96 | 99 | 95
CCOc1ccc(NC(=O)/C=C/c2ccc(OC)cc2)c([N+](=O)[O-])c1 | ? | 9 | 14 | 22 | 0.4 | ? | 0 | ? | ? | ? | ?
COc1ccc(-n2nc(C(=O)NCC(=O)NCc3ccco3)c3ccccc3c2=O)c(OC)c1 | 102 | 4 | 33 | . | 0.8 | 105 | -4 | 104 | 104 | 102 | 101
CCc1nc2sc3ccccc3c(=O)c2c(=O)n1Cc1ccco1 | 100 | 1 | 2 | . | 0.5 | 102 | 21 | 101 | 100 | 101 | 99
O=S(=O)(N1CCCCC1)N1CCN(CC(O)COc2ccc3cc(Br)ccc3c2)CC1 (centres undefined) | 105 | 2 | 18 | . | 1.0 | 104 | -36 | 106 | 109 | 103 | 97
Cc1ccc(C(=O)Oc2cc(N)n(S(=O)(=O)c3ccc(C)cc3)n2)cc1 | 97 | 0 | 6 | -36 | -0.2 | 100 | 7 | 97 | 95 | 97 | 95
O=C1CC(N2CCC(Cc3ccccc3)CC2)C(=O)N1CCc1ccccc1 (centres undefined) | 98 | 0 | 12 | . | 0.7 | 112 | 12 | 100 | 103 | 101 | 95
CSc1nc2ccccc2cc1/C=C(\C#N)c1ccccc1 | 95 | 1 | 29 | -21 | 0.3 | 98 | 4 | 95 | 93 | 97 | 98
C=CCOc1c(CNc2cccc(C(=O)O)c2)cccc1OCC | 99 | 2 | 17 | . | 0.1 | 104 | 14 | 101 | 98 | 99 | 100
CCC(=O)c1ccc(OCC(=O)O)cc1 | 98 | 4 | 2 | . | 0.8 | 99 | -1 | 101 | 98 | 98 | 97
Cc1ccc(-n2cc[nH]c2=S)c(C)c1 | 95 | 0 | 3 | 7 | -0.1 | 95 | -16 | 93 | 95 | 96 | 97
NC(=O)NCc1cccs1 | 94 | -2 | 5 | 12 | 0.1 | 95 | -2 | 92 | 99 | 94 | 94
CCOc1ccc(C(=O)CN2CCN(S(=O)(=O)c3ccc(OC)cc3)CC2)cc1 | 101 | 1 | 1 | -1 | 0.5 | 102 | 20 | 99 | 100 | 99 | 99
O=S(=O)(NCC1CCCO1)c1ccc(Br)s1 (centres undefined) | 98 | 1 | 7 | . | 0.4 | 103 | -2 | 101 | 101 | 100 | 98
CCOCCc1nnc(NC(=O)CN2C(=O)c3ccccc3C2=O)s1 | 101 | -1 | 16 | . | -0.3 | 98 | 13 | 99 | 103 | 102 | 99
CCc1cccc(NS(=O)(=O)c2ccc3c(c2)oc(=O)n3C)c1 | 96 | 3 | 10 | -5 | 0.4 | 97 | 29 | 98 | 96 | 98 | 98
O=C(CSc1nnc(-c2ccccc2)c2ccccc12)NCC1CCCO1 (centres undefined) | 96 | 2 | 11 | . | 0.5 | 94 | 11 | 93 | 95 | 95 | 94
COc1ccnc(Oc2ccc(F)cc2)c1C#N | 96 | 6 | 2 | 6 | -0.3 | 101 | 13 | 100 | 103 | 100 | 94
O=C(c1cccc(F)c1)N1CCC(O)(c2cccnc2)CC1 | 102 | 3 | 13 | . | 0.3 | 101 | 13 | 104 | 101 | 104 | 102
Cc1cc(C)c2c(N)c(C(=O)c3ccc(Cl)cc3)sc2n1 | 97 | -15 | 4 | -18 | -4.1 | 98 | 12 | 97 | 97 | 97 | 100
N#CC1=C(N)OC2=C(CC/C2=C\c2ccc(F)cc2)C1c1ccc(F)cc1 (centres undefined) | 103 | -1 | 28 | . | 0.2 | 102 | -8 | 99 | 100 | 102 | 104
CCOC(=O)c1cc2c(=O)n3cccc(C)c3nc2n(Cc2ccco2)c1=NC(=O)c1cccnc1 | 97 | 0 | 5 | . | 0.2 | 99 | 69* | 99 | 98 | 98 | 98
COC(=O)c1ccc(CSc2nnc(Nc3cccc(OC)c3)s2)o1 | 103 | 1 | 7 | 3 | 0.0 | 104 | -6 | 103 | 101 | 103 | 103
COc1cc(NC(=O)C2CCCO2)c(OC)cc1NC(=O)c1ccccc1 (centres undefined) | 97 | 4 | 16 | -29 | 0.6 | 95 | 10 | 96 | 97 | 97 | 96
Cc1ccc(C)c(S(=O)(=O)N2CCN(CC(=O)Nc3cc(C)on3)CC2)c1 | 96 | 0 | 7 | 9 | 0.1 | 97 | 17 | 96 | 97 | 98 | 95
CC(C(=O)Nc1sc2c(c1C(=O)NCC1CCCO1)CCC2)N1C(=O)c2ccccc2C1=O (centres undefined) | 99 | 38 | 2 | -5 | 5.8 | 102 | 12 | 100 | 98 | 101 | 100
Cn1c(SCC(=O)Nc2ccc(F)cc2F)nnc1-c1cccnc1 | 100 | -4 | 9 | . | -2.8 | 105 | 5 | 102 | 103 | 101 | 99
Cc1ccc(NC(N)=S)cc1 | 101 | -4 | 15 | 1 | 0.7 | 107 | -8 | 101 | 101 | 102 | 103
COc1ccc(/C=C(\C#N)C(=O)OCC(=O)N2CC(C)OC(C)C2)cc1 (centres undefined) | 99 | 10 | 10 | -24 | 0.1 | 102 | 0 | 99 | 98 | 99 | 100
Cc1nc(NC(=O)C23CCC(C)(C(=O)O2)C3(C)C)sc1C (centres undefined) | 101 | 6 | 12 | 4 | -0.6 | 102 | 18 | 101 | 102 | 99 | 98
CC(=O)Cc1nsc(NC(=O)c2ccccc2Cl)n1 | 94 | 0 | 24 | . | 0.0 | 98 | -14 | 96 | 96 | 96 | 99
Cc1ccc2c(CSc3nc4ccccc4c(=O)n3CCCO)cc(=O)oc2c1C | 95 | 3 | 7 | 8 | 0.7 | 97 | -6 | 97 | 97 | 98 | 97
CC(NC(=O)COC(=O)c1cc(=O)[nH]c2ccccc12)c1ccccc1 (centres undefined) | 100 | 1 | 7 | -4 | 0.3 | 102 | 15 | 97 | 105 | 99 | 94
